# High-throughput results from PubChem BioAssay.
# TDP2 absorb: blocks human TDP2 phosphodiesterase activity. O95551. recombinant TDP2, T5PNP hydrolysis, p-nitrophenol absorbance 415 nm. inhibition, % at 12.8 µM. 0.34% of 370,000 active. AID 720702;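 active = inhibition above the mean of all tested compounds plus 3 SD, set per campaign, cut at about 25% in these data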;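 note: 0% = DMSO with enzyme and 100% = buffer with substrate but no TDP2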
# Target sequence (O95551 whole entry, looked up): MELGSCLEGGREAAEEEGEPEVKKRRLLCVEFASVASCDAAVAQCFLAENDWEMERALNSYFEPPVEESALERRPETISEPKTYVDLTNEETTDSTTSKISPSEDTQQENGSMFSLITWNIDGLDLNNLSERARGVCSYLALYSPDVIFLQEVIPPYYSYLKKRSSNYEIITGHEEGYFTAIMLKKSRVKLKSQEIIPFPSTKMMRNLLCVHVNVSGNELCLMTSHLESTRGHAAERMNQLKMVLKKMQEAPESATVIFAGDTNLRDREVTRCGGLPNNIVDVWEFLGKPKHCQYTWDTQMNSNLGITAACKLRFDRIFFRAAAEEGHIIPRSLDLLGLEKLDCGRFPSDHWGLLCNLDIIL
#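 test system = human TDP2 enzyme | input = TDP2 enzyme at 120 nM final | medium = 50 mM Tris-HCl pH 7.5 with Mg2+, KCl, DTT, BSA | also added = T5PNP substrate, 5 mM | times = 2 h at 37 °C | technique = epi absorbance | benchmarks = high control without enzyme, low control DMSO plus TDP2 | replication = each compound tested once, singlicate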
# DDE Tn7 FP inh: inhibitors of Tn7 peptide binding to human fibrin DD(E). FP displacement of FITC-Tn7 peptide from fibrin DD(E); 0% = median of compound wells per plate. 0.13% of 370,000 active. inhibition, % at 8.3 µM. P02675;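 active = inhibition above the mean of compounds falling within the control limits plus 3 SD of them, cut at about 14% in these data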;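 note: 0% = plate median of compound wells and 100% = 10 µM Aha-Tn7 peptide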
#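 System: human fibrin DD(E); quantity: Fibrin-DD(E) at 2 µM final; also added: fluorescent Tn7 probe at 0.1 µM; compound dosing: single nominal test concentration of 8.3 µM per compound; schedule: 10 min preincubation, 3 h with tracer, room temperature; detection: fluorescence polarization of the labelled Tn7 tracer; repeats: one replicate per compound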
# TCR CD3 inh: blocks the human TCR-CD3 interaction | inhibition, % at 9.4 µM | 0.37% of 360,000 active | TAMRA-labeled TCR probe fluorescence, biochemical | AID 651800; in the data active = inhibition above about 19%;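 note: recombinant mutant TCR 2C K166C tagged with TAMRA read by polarization; 0% = receptor in buffer alone and 100% = receptor with positive control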
# PRMT1 FP inh: blocks human protein arginine methyltransferase 1; Q99873; recombinant PRMT1, activity-based probe fluorescence polarization; inhibition, % at 2.79 µM; 1.3% of 370,000 active;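 active = inhibition above about 21% made by adding two undisclosed values, limit read from the data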
# SIAE primary: human SIAE inhibition, primary screen | Q9HAT2 | inhibition, % at 9.66 µM | AID 1053197 | 0.69% of 370,000 active | SIAE FP-Rh probe binding, fluorescence polarization;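 active = inhibition above a cutoff: mean of compounds within the control limits plus 3 SD of those, cut at about 17% in these data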;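 note: 0% = plate median of compound wells and 100% = probe without SIAE protein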
# Target sequence (Q9HAT2 whole entry, looked up): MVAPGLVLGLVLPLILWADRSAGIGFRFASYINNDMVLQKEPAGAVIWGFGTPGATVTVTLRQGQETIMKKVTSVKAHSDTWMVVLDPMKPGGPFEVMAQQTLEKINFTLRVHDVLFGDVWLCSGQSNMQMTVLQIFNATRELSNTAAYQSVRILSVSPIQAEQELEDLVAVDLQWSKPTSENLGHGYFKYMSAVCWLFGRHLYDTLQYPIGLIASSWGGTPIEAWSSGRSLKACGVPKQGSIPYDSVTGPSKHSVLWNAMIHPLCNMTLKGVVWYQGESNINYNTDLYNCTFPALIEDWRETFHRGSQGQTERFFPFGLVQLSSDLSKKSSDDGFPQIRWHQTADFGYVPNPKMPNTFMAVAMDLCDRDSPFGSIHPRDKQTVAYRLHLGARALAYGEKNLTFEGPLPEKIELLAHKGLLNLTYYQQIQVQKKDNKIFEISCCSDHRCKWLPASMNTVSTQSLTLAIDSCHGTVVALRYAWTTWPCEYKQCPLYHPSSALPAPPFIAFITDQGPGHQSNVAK
# DDE Tn6 FP inh: DD(E)-Tn6 binding inhibition, primary FP screen. P02675. Fibrin DD(E) TRITC-Tn6 fluorescence polarization displacement. inhibition, % at 8.3 µM. 0.21% of 370,000 active;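 active = inhibition above a per-campaign cutoff: mean of compounds within control limits plus 3 SD, cut at about 15% in these data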;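 note: 0% = median of all compound wells on the plate and 100% = blocking peptide control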
# proKLK7 act: proKLK7 (human) activation, primary screen | P49862 | purified proKLK7, EDANS-DABCYL substrate fluorescence; 100% is mature enzyme control, 0% vehicle | activation, % at 7 µM | 0.9% of 370,000 active | AID 652039;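 active = activation above the mean of all tested compounds plus 3 SD, computed per campaign excluding outliers beyond control limits, cut at about 13% in these data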
# UHRF1 binding: blocks human UHRF1 binding to methylated DNA; inhibition, % at 4.4 µM; 0.75% of 370,000 active; Q96T88; UHRF1 binding to methylated oligo, TR-FRET; AID 687016; in the data active = inhibition above about 21%;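 note: UHRF1 SRA domain binding a hemimethylated CpG hairpin DNA probe; 0% = median of test compound wells and 100% = reference inhibitor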
# LEDGF integ inh: blocks HIV-1 LEDGF/p75-dependent DNA integration | 0.64% of 370,000 active | TR-FRET IN-LEDGF/p75 DNA integration, Eu/Cy5 | inhibition, % at 3.7 µM;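 active = inhibition above the screen-wide mean plus 3 SD, cut at about 13% in these data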;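 note: signal is the Cy5 over europium emission ratio at 671 and 618 nm; 0% = plate median of compound wells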
# MBD2 DNA inh: blocks human MBD2 binding to methylated DNA; Q9UBB5; TR-FRET, MBD2 binding to methylated oligonucleotide; inhibition, % at 4.4 µM; 0.31% of 370,000 active; in the data active = inhibition above about 13%
# * hit, by the source's call; x = no result given.
TDP2 absorb	DDE Tn7 FP inh	TCR CD3 inh	PRMT1 FP inh	SIAE primary	DDE Tn6 FP inh	proKLK7 act	UHRF1 binding	LEDGF integ inh	MBD2 DNA inh	compound
21.4	-0.3	-0.5	-1.9	-9.9	-4.7	-0.3	-1.3	-0.5	-3.1	COc1ccc(/C=C/C(=O)c2cc(Cl)ccc2O)c(OC)c1
-6.1	1.7	0.2	-0.8	2.8	0.9	0.9	-0.9	-2.2	-0.9	COC(=O)C[C@H]1C[C@H]2c3cc(NC(=O)C4CCOCC4)ccc3O[C@H]2[C@H](CO)O1
-0.8	2.9	-0.3	-0.5	16.3	2.6	-0.7	1.8	3.0	-2.0	COc1cc(CCCN2CCNC[C@@H]2c2ccccc2)cc(OC)c1OC
0.6	0.9	-6.2	26.7*	8.9	-7.6	0.3	-0.8	-3.1	0.7	CCOc1ccc(N2C(=O)C3Sc4[nH]c(=O)sc4C(/C=C/c4ccccc4)C3C2=O)cc1 (configuration not stated)
-9.8	-4.2	1.5	2.1	-24.3	5.1	-0.5	-1.8	-2.5	3.5	CN(CCc1ccccc1)C(=O)c1ccc(NC(=O)Cc2ccc(NC(=O)C3CCN(C(=O)CCc4ccccc4)CC3)cc2)cc1
-2.3	-0.9	-6.6	2.5	0.8	-2.4	0.7	5.3	-4.5	-3.4	CC1=C(C(=O)Nc2ccccc2)C(c2coc3ccccc3c2=O)C2=C(CCCC2=O)N1 (configuration not stated)
-19.4	6.3	-2.5	-2.9	2.5	-5.4	1.1	5.8	-1.3	-3.5	CCOC(=O)N1CCN(C(=O)CSc2nc3ccccc3c(=O)n2-c2ccccc2)CC1
0.2	-6.9	-3.7	2.8	-17.0	0.4	0.2	1.5	0.4	0.1	O=C(CC(NC(=O)c1ccccc1Cl)c1ccccc1)NCCc1ccc(Cl)cc1 (configuration not stated)
1.8	-1.0	-2.5	1.4	-0.2	-4.2	0.1	0.0	0.8	-1.8	O=C(COC(=O)Cn1cnc2ccccc2c1=O)Nc1ccccc1OC(F)F
4.2	6.3	6.5	-0.7	-1.2	5.1	-0.2	1.8	1.3	1.2	CC(=O)Nc1ccc(S(=O)(=O)Nn2cnnc2)cc1
-7.3	4.0	-0.8	-1.1	0.8	7.3	0.6	4.9	-1.7	1.2	CC(C)(C)c1ccc(C(=O)NCC(=O)OCC(=O)Nc2ccc3c(c2)OCCO3)cc1
0.5	-1.0	7.5	-0.6	-2.9	-0.9	30.6*	-2.4	-0.8	1.5	COCCn1c(=O)[nH]c(=O)c2c(C(F)(F)F)cc(-c3cccs3)nc21
1.2	0.3	8.4	-5.0	-0.8	-7.2	-0.2	0.2	-0.8	-1.8	CCC(=O)N1CCc2cc(Br)cc(S(=O)(=O)CCC(=O)N(CC)CC)c21
4.1	-3.1	-10.0	3.2	-7.0	-6.3	0.8	1.7	-3.9	4.9	Cc1cc(Cl)ccc1NS(=O)(=O)c1c(C)[nH]c(=O)[nH]c1=O
8.3	0.1	4.9	4.2	0.8	5.3	0.2	0.0	-2.5	-6.1	O=C(COC(=O)C1CCN(S(=O)(=O)c2cccc3cccnc23)CC1)c1ccc([N+](=O)[O-])cc1
-3.8	-4.2	10.1	0.4	0.0	0.4	-0.1	2.1	2.9	-0.5	CCOc1ccc(NC(=O)CN(C)C(=O)CCCOc2ccc(Br)cc2)cc1OCC
-6.0	0.7	-11.4	1.7	-9.2	3.5	0.1	4.4	2.0	6.7	COc1ccc(NC(=O)C2CCN(S(C)(=O)=O)CC2)cc1Cl
21.2	-6.9	-0.4	0.9	3.1	5.2	-0.4	2.2	-3.7	1.0	COc1ccc(/C=C(\C#N)c2cc(OC)c(OC)cc2[N+](=O)[O-])cc1
1.4	3.8	-4.5	19.3	-0.7	5.0	-0.5	-0.9	0.2	-3.0	CCc1cc[n+](-c2nc3ccccc3nc2[N-]S(=O)(=O)c2ccc(Br)s2)cc1
7.7	-6.1	-2.0	-0.1	-5.5	-3.6	0.7	-0.8	1.2	4.4	Cn1nc(-c2ccccc2)c(COC(=O)c2cccc(Cl)c2)c1S(=O)(=O)c1ccccc1
-1.0	0.5	x	0.7	-1.1	4.0	1.4	2.8	1.2	1.6	CN(C)CC(=O)N[C@@H]1C[C@@H]2O[C@@H](CO)CC[C@@H]2O[C@@H]1CCc1ccc(C2=CCCCC2)cc1
2.1	4.0	5.1	-1.6	2.4	-1.6	0.2	0.8	-1.6	0.0	CCOC(=O)c1c(NC(C)=O)sc2c1CCCNC2=O
2.5	-0.4	2.3	2.4	-0.5	-7.4	-0.2	-2.0	-4.8	-0.7	O=C(CCSc1ccc(Cl)cc1)NC1CCCC1
-4.1	2.2	6.7	3.3	-7.4	5.8	-0.1	-0.9	-4.9	-0.8	CCCc1cc(=O)[nH]c(SCC(=O)Nc2nc3ccc(OCC)cc3s2)n1
7.1	13.4	0.7	3.3	-7.2	1.1	0.3	-2.7	-0.8	-3.2	O=C(CN(C(=O)c1csnn1)c1cccc(C(F)(F)F)c1)NC1CCCC1

# Single records, from the list above. Order of values: TDP2 absorb | DDE Tn7 FP inh | TCR CD3 inh | PRMT1 FP inh | SIAE primary | DDE Tn6 FP inh | proKLK7 act | UHRF1 binding | LEDGF integ inh | MBD2 DNA inh
# `CC(=O)Nc1ccc(S(=O)(=O)Nn2cnnc2)cc1` in the list: 4.2 | 6.3 | 6.5 | -0.7 | -1.2 | 5.1 | -0.2 | 1.8 | 1.3 | 1.2
# `Cn1nc(-c2ccccc2)c(COC(=O)c2cccc(Cl)c2)c1S(=O)(=O)c1ccccc1` in the list: 7.7 | -6.1 | -2.0 | -0.1 | -5.5 | -3.6 | 0.7 | -0.8 | 1.2 | 4.4
# `COc1cc(CCCN2CCNC[C@@H]2c2ccccc2)cc(OC)c1OC` in the list: -0.8 | 2.9 | -0.3 | -0.5 | 16.3 | 2.6 | -0.7 | 1.8 | 3.0 | -2.0

# More results follow:
TDP2 absorb	DDE Tn7 FP inh	TCR CD3 inh	PRMT1 FP inh	SIAE primary	DDE Tn6 FP inh	proKLK7 act	UHRF1 binding	LEDGF integ inh	MBD2 DNA inh	compound
10.1	5.2	2.4	6.0	-3.7	11.7	0.2	-4.7	-4.9	-7.5	Cc1ccc2cc3c(N)c(C(=O)N4CCOCC4)sc3nc2c1
6.4	-0.9	3.9	0.5	-6.5	-4.1	-0.3	-1.6	-1.6	9.1	CCN(CC)CC(=O)Nc1ccc([N+](=O)[O-])cc1
0.1	2.9	4.4	-2.2	-2.6	5.0	0.2	1.2	3.2	4.9	CC(C)Cc1ccc(CN2CCCC(NC(=O)CSc3nncn3C)C2)cc1 (configuration not stated)
3.7	3.1	6.1	0.9	-1.0	-9.3	0.4	1.4	-0.2	-3.8	C=CCSc1nc(C)c(CC(=O)OCC(C)C)c(=O)[nH]1
-0.4	0.7	-3.3	1.4	2.7	2.0	-0.3	2.6	-1.4	-3.9	C=C(C)CSc1nc(N)cc(=O)[nH]1
-0.6	5.3	7.3	-0.4	-4.3	0.3	0.4	-1.2	-2.6	0.6	CC(=O)C1=C(C)N(Cc2ccc(F)cc2)C(=S)NC1c1ccc(Cl)cc1 (configuration not stated)
-5.2	3.6	2.0	1.0	-1.9	7.3	0.8	0.3	-2.2	-0.2	N=C1C(c2ccccc2)=C(O)CN1c1cccc(S(=O)(=O)N2CCOCC2)c1
4.0	2.9	-9.5	3.5	0.8	5.0	0.6	3.1	-5.1	-0.9	Cc1oc(C)c(C(=O)O)c1C(=O)O
5.4	3.6	0.9	3.9	-6.4	-10.6	0.0	0.6	-0.1	0.2	COc1ccccc1NS(=O)(=O)c1cc(NC(C)=O)ccc1N1CCCCC1
-12.0	-2.1	-8.3	5.9	-1.5	-0.9	-1.1	-0.1	-2.2	-3.7	CN(C)c1ccc(/C=N/NC(=O)c2cc(=O)[nH]c3ccccc23)cc1
1.6	-3.4	7.3	-0.2	5.0	8.3	0.2	-2.8	0.2	0.1	O=C(NCC1CCCO1)/C(=C/c1ccc(Cl)cc1)NC(=O)c1ccccc1 (configuration not stated)
-4.8	-3.6	1.7	2.5	-2.3	3.5	-0.8	3.8	-1.2	-2.4	CCOc1ccc(C(=O)O)cn1
7.5	2.3	0.2	3.7	-0.1	1.9	0.2	-0.1	-2.3	8.4	Cc1ccc(S(=O)(=O)N(CCO)Cc2ccccc2)cc1
1.2	-2.7	-11.7	19.0	7.0	-2.6	0.0	1.6	-2.2	2.7	O=C(CN1CCN(c2ccc(O)cc2)CC1)Nc1cc(S(=O)(=O)N2CCCC2)ccc1Cl
-0.9	-1.0	5.4	1.4	12.6	6.1	0.2	-0.1	-1.0	0.6	O=C([C@H]1O[C@@H](n2ccc(=O)[nH]c2=O)[C@H](O)[C@@H]1O)N1CCSC1
7.4	-11.6	4.1	-2.8	3.8	-0.2	-0.3	-0.2	-3.7	-2.0	CC(C)N=C(Nc1ccccc1)c1cccnc1
0.1	2.0	3.4	2.5	1.2	-1.0	0.2	-1.0	2.4	1.3	CCC1SC2=NC(C)=C(C(=O)OC)C(c3cccs3)N2C1=O (configuration not stated)
-0.1	-5.9	5.2	-1.1	-1.6	7.3	-0.1	-0.7	-1.2	-1.7	Cn1c(=O)c2cc(S(=O)(=O)NCCC(=O)NC3CCCCCC3)ccc2n(C)c1=O
2.9	2.2	10.2	-3.5	-6.7	-4.8	0.6	-0.3	-0.1	-1.3	CC(NC(=O)C1CCN(S(=O)(=O)c2ccc3c(c2)NC(=O)CO3)CC1)c1ccccc1 (configuration not stated)
11.3	8.8	-6.0	-2.0	-0.4	-2.9	4.4	0.3	-1.1	2.5	CC(C)Oc1cccc(-c2cc(C(=O)NC(=S)N(C)c3ccccc3C(=O)O)c3ccccc3n2)c1
-1.0	-4.5	5.1	2.1	-0.1	4.5	-1.2	-2.9	-1.5	-3.2	Nc1c(C(=O)Nc2ccccc2)sc2nc3c(c(-c4ccco4)c12)CCCC3
7.3	-1.6	4.1	2.9	2.7	1.6	-0.3	-1.1	-1.7	-4.9	Cc1ccc(NC(=O)COC(=O)[C@H](C)N2C(=O)C3CC=CCC3C2=O)cc1S(=O)(=O)N(C)C (some centres not stated)
4.6	10.7	1.4	2.0	-6.1	-1.2	-0.2	0.1	-0.9	-1.2	CCOc1ccc2cc(C(=O)c3ccccc3)c(=O)oc2c1
-4.7	-2.1	3.1	-2.1	-8.3	1.3	-0.3	0.4	0.1	0.4	Cn1c(=O)[nH]c(=O)c2c1nc(CN1CCN(Cc3ccccc3)CC1)n2CC(N)=O
5.3	1.2	2.4	0.8	-1.6	0.1	0.3	-1.0	0.1	1.5	Cc1ccc(NC(=O)CCC(=O)NNC(=O)COc2ccccc2)cc1C
11.1	5.9	-3.5	-4.8	11.5	-3.9	-0.5	1.9	-3.1	-5.4	COc1ccc(NC(=O)C(NC(=O)c2ccc(=O)[nH]c2)c2ccccc2)cc1 (configuration not stated)
10.8	1.0	1.0	-0.2	-3.8	14.2	1.1	-1.4	-1.9	3.7	COC(=O)c1ccc(COn2nnc3ccccc32)cc1
-2.2	7.1	-4.6	2.1	0.5	-6.8	-0.3	3.7	-3.0	9.7	CCOC(=O)c1c(C)c2c(n1C)CCC/C2=N\O
